High-throughput results: PubChem, The Scripps Research Institute Molecular Screening Center
OPRK1 antag MB: blocks the human kappa opioid receptor, Maybridge compounds; P41145; OPRK1 cells, antagonist mode, fluorescence readout; inhibition, % at 9 µM; 16,000 tested, 0.4% active; in the data active = inhibition above about 50%
Target sequence (P41145 whole entry, looked up): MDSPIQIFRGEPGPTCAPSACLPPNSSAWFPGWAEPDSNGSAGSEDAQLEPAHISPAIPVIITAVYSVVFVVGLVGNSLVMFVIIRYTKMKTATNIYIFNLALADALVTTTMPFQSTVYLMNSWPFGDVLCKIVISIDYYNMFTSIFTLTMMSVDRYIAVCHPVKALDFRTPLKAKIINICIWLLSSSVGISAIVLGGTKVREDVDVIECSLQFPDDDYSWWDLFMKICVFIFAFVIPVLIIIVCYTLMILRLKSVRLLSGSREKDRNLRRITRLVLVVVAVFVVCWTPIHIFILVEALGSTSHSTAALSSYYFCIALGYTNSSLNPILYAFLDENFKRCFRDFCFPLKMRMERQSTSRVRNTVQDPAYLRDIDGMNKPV
NOTCH agonist: activates NOTCH signaling in reporter cells | activation, % at 2.5 µM | AID 434982 | 15,000 tested, 0.4% active | NOTCH signaling luciferase reporter cells, luminescence; in the data active = activation above about 2.2%
S1P1 agonist: S1P1 (human) receptor agonism | P21453 | S1P1 agonist cell-based reporter assay | activation, % at 4.5 µM | 16,000 tested, 1.5% active | AID 1044; in the data active = activation above about 80%
Luminol counter: luminol signal inhibition, Nox1 inhibitor counter-screen | HRP/luminol/H2O2 chemiluminescence counterscreen | inhibition, % at 6.7 µM | 16,000 tested, 0.4% active | AID 1823; also: reference of the scale not given here
Nox1 inhibitor: inhibitors of human NADPH oxidase 1 (Nox1) | AID 1792 | inhibition, % at 6.7 µM | Q9Y5S8 | HT29 cells, luminol chemiluminescence ROS | 16,000 tested, 0.81% active
Target sequence (Q9Y5S8 whole entry, looked up): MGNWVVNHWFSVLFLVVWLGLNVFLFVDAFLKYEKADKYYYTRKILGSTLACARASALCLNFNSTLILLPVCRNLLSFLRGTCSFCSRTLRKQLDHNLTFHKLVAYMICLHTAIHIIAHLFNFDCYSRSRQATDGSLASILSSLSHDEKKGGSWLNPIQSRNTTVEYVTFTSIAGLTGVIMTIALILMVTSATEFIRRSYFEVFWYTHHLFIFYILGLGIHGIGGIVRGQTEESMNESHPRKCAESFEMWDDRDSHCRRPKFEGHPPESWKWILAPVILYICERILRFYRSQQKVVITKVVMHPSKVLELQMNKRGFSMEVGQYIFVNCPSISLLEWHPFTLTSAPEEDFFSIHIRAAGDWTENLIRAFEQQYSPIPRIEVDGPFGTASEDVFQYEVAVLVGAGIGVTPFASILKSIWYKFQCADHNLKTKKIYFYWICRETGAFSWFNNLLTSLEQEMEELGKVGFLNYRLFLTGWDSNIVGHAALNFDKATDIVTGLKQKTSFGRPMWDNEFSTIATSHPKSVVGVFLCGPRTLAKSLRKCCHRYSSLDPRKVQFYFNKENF
TLR4 MyD88 blk: TLR4-MyD88 interaction inhibition; O00206; 16,000 tested, 0.06% active; inhibition, % at 10 µM; Cell-based TLR4-MyD88 binding inhibition assay; in the data active = inhibition above about 45%
PME-1 Maybr inh: PME-1 (human) inhibition, Maybridge primary screen; inhibition, % at 9 µM; 16,000 tested, 0.5% active; recombinant PME-1, FP-Rh probe fluorescence polarization; Q9Y570; in the data active = inhibition above about 30%
rat GALR2 ag: GALR2 (rat) receptor agonism | cell-based GALR2 agonist screen | O08726 | activation, % at 10 µM | 16,000 tested, 0.5% active | AID 833; in the data active = activation above about 15%
Numbers without * were called inactive; x = not tested or not shown. Rule as the data show it, unless noted: active = inhibition above about 75%; inactive = the rest.

SMILES | OPRK1 antag MB | NOTCH agonist | S1P1 agonist | Luminol counter | Nox1 inhibitor | TLR4 MyD88 blk | PME-1 Maybr inh | rat GALR2 ag
COc1ccc(N=Cc2ccccc2N2CCN(C)CC2)cc1 | -6 | 0.0 | -16 | -10 | -3 | -14 | -3 | -3
O=c1cc(CSc2ccccn2)[nH]c(=O)[nH]1 | -11 | x | -25 | -6 | -12 | -13 | 6 | -8
O=S(=O)(NCc1ccc2c(c1)OCO2)c1ccc(F)c(Cl)c1 | -12 | 0.0 | -14 | 0 | -11 | -6 | 2 | -7
COC(=O)c1cnc(-n2ncc(C#N)c2N)nc1C(F)(F)F | -6 | -0.2 | -15 | -3 | -16 | -10 | 0 | -7
Cn1nc(-c2ccc(-c3ccn(S(=O)(=O)c4ccc(Cl)cc4)n3)s2)cc1C(F)(F)F | 17 | -0.9 | 1 | 2 | -26 | -2 | -13 | -13
COc1cc2c(cc1OC)C(C)N(S(=O)(=O)c1ccc(-c3ccccn3)s1)CC2 (stereo not given) | -7 | -0.5 | 3 | -2 | 15 | -12 | 10 | -5
CCOC(=O)c1cc(C)n(-c2ccc(-c3csnn3)cc2)c1C | 8 | -0.2 | 3 | 4 | -34 | -3 | 16 | -4
Cc1cc(NC(=O)NC(=O)c2csnn2)no1 | 13 | -0.4 | -1 | 4 | -69 | 8 | 2 | -8
c1ccc(-c2cc(-c3cn4cccnc4n3)on2)cc1 | 4 | -1.0 | -2 | -4 | 23 | -14 | 8 | -5
CCOC(=O)c1c(-c2ccco2)csc1N | 10 | -0.3 | -1 | 7 | -20 | 14 | -10 | -9
COc1c(I)cc(Cl)c2cccnc12 | 25 | 0.1 | 1 | -2 | 6 | 5 | 6 | -6
COC(=O)c1c(S(N)(=O)=O)c(C)n(C)c1C | 13 | -0.3 | -26 | 1 | -22 | -4 | -1 | -4
Cc1ccc(-n2nnc(-c3ccc(Cl)cc3)n2)cc1 | 14 | 0.1 | 40 | 0 | -1 | -4 | -4 | -7
COC(=O)/C(C#N)=C\c1ccccc1N1CCN(Cc2ccccc2)CC1 | -9 | -0.2 | 0 | -8 | 10 | -3 | 4 | -5
O=C(CC12CC3CC(CC(C3)C1)C2)N1CCOCC1 | -6 | -0.8 | -33 | 3 | -37 | 0 | -4 | -6

Some entries already given, showing only Luminol counter and rat GALR2 ag.
canonical_smiles	Luminol counter	rat GALR2 ag
Cn1nc(-c2ccc(-c3ccn(S(=O)(=O)c4ccc(Cl)cc4)n3)s2)cc1C(F)(F)F	2	-13
COc1cc2c(cc1OC)C(C)N(S(=O)(=O)c1ccc(-c3ccccn3)s1)CC2 (stereo not given)	-2	-5

(listing goes on)
SMILES | OPRK1 antag MB | NOTCH agonist | S1P1 agonist | Luminol counter | Nox1 inhibitor | TLR4 MyD88 blk | PME-1 Maybr inh | rat GALR2 ag
CCOC(=O)/C=C/C(=O)O | -14 | -0.4 | -18 | -4 | -46 | 0 | 0 | -7
CNC(=O)c1cnn2c(C(F)(F)F)cc(C(F)(F)F)nc12 | 17 | 0.5 | -7 | 5 | -64 | 13 | -1 | -5
CCOC(=O)c1sc(-c2sccc2CSc2ccc(Cl)cc2)nc1C | 1 | -0.5 | -3 | -7 | 4 | 2 | 6 | -6
CCCCCCCCCCCC(=O)NN | 26 | 0.1 | 8 | -6 | 23 | 3 | 11 | -2
CCOC(=O)c1cc(C#N)c(Nc2ccccc2OC)nc1C(F)(F)F | -4 | 0.5 | -13 | 2 | -30 | -4 | 2 | 8
N#Cc1ccccc1-n1ccc2ccccc21 | 6 | -0.4 | 0 | 0 | -45 | -2 | 8 | -7
NC(=S)N/N=C/c1c(Sc2ccc(Cl)cc2)nc2sccn12 | -5 | -1.2 | -26 | 2 | -23 | x | 6 | -7
C=CCn1c(=S)[nH]c2c(OC)c(OC)c(OC)cc2c1=O | -12 | -0.6 | -26 | -5 | 73 | -4 | 9 | -6
S=C(NCc1cccnc1)SCc1cc(Cl)sc1Cl | 0 | -0.2 | 13 | 3 | -31 | 8 | -2 | -7
N#C/C(=N\Nc1ccc(F)cc1)S(=O)(=O)c1ccccc1 | 17 | 0.2 | 65 | 3 | 5 | -12 | 24 | -9
COC(=N)c1nccnc1SCc1ccc(F)cc1 | -12 | -0.3 | -9 | 3 | -48 | 1 | 2 | -8
N#Cc1c(-c2cccnc2)c2c([nH]c1=O)-c1ccccc1SC2 | 3 | -0.5 | 3 | 0 | -56 | 5 | 3 | -3
CCOC(=O)c1c(N)nc(SC)n1-c1ccc(C(C)C)cc1 | 4 | 0.0 | -17 | 17 | 9 | -7 | 11 | -5
O=C(Nc1ccc(OC(F)(F)F)cc1)NC1CCCc2ccccc21 (stereo not given) | 16 | -0.3 | -12 | 3 | 9 | -2 | -6 | 2
CC(C)(C)c1ccc(C(=O)O/N=C(\N)c2ccc([N+](=O)[O-])s2)cc1 | 15 | -0.2 | 13 | 2 | -33 | 11 | -5 | -8
O=C1/C(=C/c2cccs2)COc2ccccc21 | 14 | -0.3 | 2 | -4 | 12 | -4 | 6 | -2
CC(=O)Nc1ccc(S(=O)(=O)Nc2cc(C(F)(F)F)cc(C(F)(F)F)c2)cc1 | -5 | -0.7 | -22 | -1 | -16 | -6 | 0 | -3
CC1=C(O)C(=O)/C(=C/N(C)C)C1 | 3 | -5.0 | -5 | -1 | 6 | 5 | 3 | -4
Cn1c(SCc2ccc(C(F)(F)F)cc2)nnc1C(F)(F)F | 2 | 0.5 | -8 | 0 | -9 | -2 | 0 | -2
S=C(SCc1ncon1)N1CCCC1 | -11 | -0.5 | 83* | 4 | -30 | 10 | -7 | -10
N#C/C(=N\O)C(=O)c1ccc(Cl)cc1 | 13 | 0.1 | 5 | -3 | 7 | 7 | 4 | -4
N#C/C(=C(/O)c1ccco1)c1nc2ccccc2s1 | 20 | -0.2 | 6 | -2 | -32 | 4 | 5 | -9
O=C(Nc1ccccc1Oc1ccc(Cl)cc1Cl)c1cccs1 | 0 | -0.7 | -4 | 2 | -31 | -5 | -11 | -11
CN(C)c1ncnc(Oc2cccc(C(F)(F)F)c2)c1[N+](=O)[O-] | -15 | 0.0 | 23 | 3 | -22 | -7 | 3 | -10
NS(=O)(=O)c1ccc(Oc2c(Cl)cccc2[N+](=O)[O-])cc1 | -5 | 0.2 | -8 | -4 | 21 | -11 | 5 | -8
COC(=O)c1ccc(-c2cn3cccnc3n2)cc1 | -5 | 0.4 | -5 | 2 | -51 | -4 | 0 | -9
O=C(NC1CCN(c2nccc(C(F)(F)F)n2)CC1)c1ccco1 | 2 | 0.1 | -22 | 3 | -54 | -7 | -2 | -1
Cc1cc(C)c(C#N)c(SCC(O)c2cccc([N+](=O)[O-])c2)n1 (stereo not given) | 4 | -0.3 | 2 | 10 | -47 | -1 | 5 | -5
C/C=C(\C)C(=O)NC(=S)NNC(=O)c1cc(OC)c(OC)c(OC)c1 | 3 | -0.1 | -11 | 7 | -32 | 0 | -2 | -6
Cc1nnc2n1N=C(c1ccc(Br)cc1)CS2 | -1 | -0.3 | -17 | -3 | -11 | x | 4 | 0

Reprinted from the part before: three entries, followed by the next part.
SMILES | OPRK1 antag MB | NOTCH agonist | S1P1 agonist | Luminol counter | Nox1 inhibitor | TLR4 MyD88 blk | PME-1 Maybr inh | rat GALR2 ag
Cc1cc(C)c(C#N)c(SCC(O)c2cccc([N+](=O)[O-])c2)n1 (stereo not given) | 4 | -0.3 | 2 | 10 | -47 | -1 | 5 | -5
C/C=C(\C)C(=O)NC(=S)NNC(=O)c1cc(OC)c(OC)c(OC)c1 | 3 | -0.1 | -11 | 7 | -32 | 0 | -2 | -6
Cc1nnc2n1N=C(c1ccc(Br)cc1)CS2 | -1 | -0.3 | -17 | -3 | -11 | x | 4 | 0
CN(C)c1c(F)cc(C(=O)NC(=O)NCc2cccnc2)cc1F | -3 | 0.3 | -9 | -2 | -28 | 9 | 12 | -2
CCOC(=O)c1ccc(NC(=O)/C(C)=C/C(=O)O)cc1 | -11 | 0.0 | -2 | -1 | -24 | 7 | 2 | -4
CCOC(=O)c1sc(SC)c(-c2ccccc2)c1N | 19 | 0.3 | 103* | -9 | 0 | 3 | 4 | -4
S=c1nn[nH]n1C1CC2CC1C1C=CCC21 (stereo not given) | -6 | -0.6 | -3 | 8 | -33 | 0 | -5 | -1
O=[N+]([O-])c1cccnc1NCc1ccccc1 | -3 | x | 4 | 3 | 3 | 1 | -1 | -5
CCn1nc(-c2cccs2)cc1C(=O)Nc1ccccc1 | -2 | -0.2 | -21 | -1 | -35 | 12 | 3 | -3
O=C(CN1C(=O)c2ccccc2C1=O)N1CCOCC1 | 5 | -0.4 | 4 | -1 | -14 | -1 | 1 | -2
O=[N+]([O-])c1ccc(N2CCOCC2)cc1 | 18 | -0.4 | 8 | 16 | 24 | -1 | 6 | -1
O=C(Nc1ccc(F)c(F)c1F)c1cnccn1 | 15 | -0.8 | -8 | 2 | -11 | 8 | -1 | -6
COC(=O)c1c(C)sc2cc(C(C)(C)C)sc12 | 0 | -0.7 | 58 | 3 | -11 | 6 | -3 | -11
COC(=O)c1sc(-c2ccc(Cl)cc2)cc1N | 15 | 0.1 | 4 | -2 | 31 | 9 | 16 | -6
CCN(CC)C(=S)Oc1ccc(Br)cc1C(=O)NCCc1ccncc1 | -23 | -0.9 | -12 | -6 | -37 | -2 | 5 | -7
O=S(=O)(c1ccc(F)cc1)N1CC=C(c2ccccc2)CC1 | -3 | 0.2 | 14 | -1 | -35 | 7 | 3 | -7
N/C(=N\O)c1nccnc1Oc1cccc(C(F)(F)F)c1 | 11 | 0.1 | -5 | -5 | 16 | -4 | 6 | -5
O=C(Nc1ccc(Oc2cccc(C(F)(F)F)c2)nc1)Nc1cccs1 | 10 | -0.3 | 51 | 6 | -58 | -6 | -17 | -10
COc1ccc2nc3ccccc3c(N)c2c1 | 9 | -0.5 | -14 | -9 | 14 | -12 | -20 | -3
Fc1cccc(N=Cc2ccc3c(c2)OCO3)c1 | -5 | -0.5 | -24 | -1 | -1 | -4 | 1 | -7
CC1=CCC23CC1C(=O)C=C2CC(C)(C)CC3=O (stereo not given) | -6 | 0.2 | -2 | -3 | -53 | 9 | 1 | -5
O=C(NNC(=O)c1ccc(Oc2ccc(Cl)cc2)nc1)c1ccc(Cl)cc1 | -23 | -0.3 | 4 | -2 | 3 | 6 | 3 | -8
Cc1noc(C)c1S(=O)(=O)N=S(C)(=O)c1ccc(Cl)cc1 (stereo not given) | 9 | -0.1 | 1 | 2 | -24 | -21 | 2 | -11
O=C(O)c1ccc(CO)cc1 | -8 | 0.2 | -11 | -5 | 20 | -5 | 6 | -3

Entries listed above shown as hits in S1P1 agonist.
smiles	OPRK1 antag MB	NOTCH agonist	S1P1 agonist	Nox1 inhibitor	TLR4 MyD88 blk	PME-1 Maybr inh	rat GALR2 ag
S=C(SCc1ncon1)N1CCCC1	-11	-0.5	83*	-30	10	-7	-10
CCOC(=O)c1sc(SC)c(-c2ccccc2)c1N	19	0.3	103*	0	3	4	-4

This is a random part of the collection. Share with any hit: about 4.8%.
